BoNT-A LC inh2: BoNT/A light chain protease inhibitors, primary screen, biochemical, flow cytometry, MLPCN library; Botulinum neurotoxin type A light chain protease (Clostridium botulinum A str. ATCC 3502); 0.17% of 360,000 active; multiplex microsphere protease substrate cleavage; inhibition, % at 10 µM; note: plate controls were buffer without enzyme for full effect and enzyme alone for no effect
VHR inh abs: VHR1 phosphatase inhibitors, primary screen, biochemical, absorbance, uHTS. recombinant VHR phosphatase, pNPP absorbance. inhibition, % at 13.3 µM. 0.52% of 290,000 active. AID 1654, 2009; in the data active = inhibition above about 50%; note: some compounds called inactive have numbers as strong as hits
Target sequence (P51452 whole entry, looked up): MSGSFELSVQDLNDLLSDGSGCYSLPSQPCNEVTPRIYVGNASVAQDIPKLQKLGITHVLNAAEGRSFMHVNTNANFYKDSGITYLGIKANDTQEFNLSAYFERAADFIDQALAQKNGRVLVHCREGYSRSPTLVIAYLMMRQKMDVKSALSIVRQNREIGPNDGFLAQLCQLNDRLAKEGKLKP
Anthrax LF inh2: Bacillus anthracis LF protease inhibitors, primary screen, biochemical, multiplex microsphere, MLPCN library. multiplex microsphere protease cleavage assay. AID 588501, 2011. 0.12% of 360,000 active. inhibition, % at 10 µM; note: plate controls were buffer without enzyme for full effect and enzyme alone for no effect
Target sequence (P15917 whole entry, looked up): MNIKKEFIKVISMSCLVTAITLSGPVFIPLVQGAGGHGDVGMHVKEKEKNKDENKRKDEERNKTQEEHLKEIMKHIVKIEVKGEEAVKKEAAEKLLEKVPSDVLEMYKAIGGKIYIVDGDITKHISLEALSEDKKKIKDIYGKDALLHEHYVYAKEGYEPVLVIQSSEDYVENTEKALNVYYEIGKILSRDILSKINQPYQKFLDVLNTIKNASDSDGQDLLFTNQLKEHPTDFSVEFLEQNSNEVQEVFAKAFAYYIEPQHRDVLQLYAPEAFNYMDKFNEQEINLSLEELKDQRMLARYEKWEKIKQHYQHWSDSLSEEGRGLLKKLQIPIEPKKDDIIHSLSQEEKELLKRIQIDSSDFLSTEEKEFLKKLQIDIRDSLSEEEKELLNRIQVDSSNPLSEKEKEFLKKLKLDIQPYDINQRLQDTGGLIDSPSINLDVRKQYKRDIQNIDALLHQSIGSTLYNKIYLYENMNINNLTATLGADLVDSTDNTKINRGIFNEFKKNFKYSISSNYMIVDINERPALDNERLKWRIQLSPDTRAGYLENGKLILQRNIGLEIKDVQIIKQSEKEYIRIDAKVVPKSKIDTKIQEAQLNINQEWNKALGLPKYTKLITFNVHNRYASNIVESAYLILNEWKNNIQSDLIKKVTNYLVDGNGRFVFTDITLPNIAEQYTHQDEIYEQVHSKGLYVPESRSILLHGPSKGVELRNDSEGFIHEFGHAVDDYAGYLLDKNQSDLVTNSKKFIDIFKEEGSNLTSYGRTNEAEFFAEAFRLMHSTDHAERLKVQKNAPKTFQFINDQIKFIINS
CCHF vOTU inh: CCHFV vOTU protease inhibitors, primary screen, biochemical, Pep-AMC substrate, fluorescence | Crimean-Congo hemorrhagic fever virus L polyprotein viral ovarian tumor (vOTU) protease … | inhibition, % at 11.5 µM | 0.55% of 370,000 active | AID 651958, 2012; in the data active = inhibition above about 30%; note: 0% = vehicle wells with enzyme and 100% = no enzyme wells
PfHsp40 rescue: rescue of yeast from PfHsp40 toxicity, primary screen, S. cerevisiae, ATP luminescence; S. cerevisiae expressing PfHsp40, growth rescue; 0.68% of 340,000 active; growth rescue, % at 12.5 µM; in the data active = growth rescue above about 28%, passing the limit was not always enough; inconclusive = no clear call, values can overlap the other calls;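 note: yeast W303a lacking pdr1 and pdr3 grown in galactose medium; growth measured after three days at 30 °C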
Vc quorum ag: inducers of Vibrio cholerae quorum light production without autoinducers, primary screen, BH1578 luxS cqsA deficient, single point; V. cholerae BH1578 lux reporter, luminescence, 6 h; AID 588436, 2011; activation, % at 18.7 µM; 0.16% of 350,000 active; in the data active = activation mostly above about 9.7%, no sharp cut-off; inconclusive = no clear call, values can overlap the other calls; inactive = mostly below about 3.7%; note: not every result past the cut was called active; inactives centre near 0; reference of the scale not given here
SSB-PriA inh: inhibitors of Klebsiella pneumoniae PriA binding to SSB C-terminal tail, primary screen, biochemical, AlphaScreen | AlphaScreen SSBct-PriA binding, biotinylated peptide | inhibition, % at 33 µM | 0.6% of 430,000 active; in the data active = inhibition mostly above about 37%, no sharp cut-off; inactive = mostly below about 20%;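 note: plate controls were negative control peptide for no effect and reference peptide for full effect; strong numbers were not always called active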
SARS 3CLpro inh: SARS-CoV 3CLpro protease inhibitors, primary screen, biochemical, quenched FRET | 0.14% of 290,000 active | recombinant SARS-CoV 3CLpro, quenched FRET peptide cleavage | inhibition, % at 6 µM; in the data active = inhibition above about 12%
TcdB GH inh: TcdB glycohydrolase inhibitors, primary screen, biochemical, single point, plate reader. Toxin B (Clostridioides difficile), P18177. TcdB glycohydrolase enzymatic assay. inhibition, % at 9.99 µM. 0.24% of 350,000 active; in the data active = inhibition above about 10%
Yp Topo-I inh: Yersinia pestis topoisomerase I inhibitors, primary screen, biochemical, cleavage product accumulation, plate reader, single point. DNA topoisomerase I (Yersinia pestis CO92). Y. pestis Topo-I cleavage product accumulation. activity, % at 10 µM. 0.064% of 360,000 active; in the data active = activity above about 50%, passing the limit was not always enough; inconclusive = no clear call, values can overlap the other calls; note: inactives centre near 2
The depositor's hits bear a star; i = inactive; ? = inconclusive; nt = not tested or not shown; & = joins results of further samples. Cut-off read from the data, not from the text of the source, unless noted: active = inhibition above about 30%; inconclusive = no clear call, values can overlap the other calls; inactive = below that.

SMILES	BoNT-A LC inh2	VHR inh abs	Anthrax LF inh2	CCHF vOTU inh	PfHsp40 rescue	Vc quorum ag	SSB-PriA inh	SARS 3CLpro inh	TcdB GH inh	Yp Topo-I inh
COC(=O)C(C(=O)OC)C(C[N+](=O)[O-])c1ccc(OC)cc1 (stereo not given)	0.9	21.9	5.7	-5.4	1.0	-7.1	-0.1	-1.2	nt	5.3
CCC1CCCCN1C(=O)CSc1nnc(N)s1 (stereo not given)	-0.1	nt	0.4	2.1	-1.0	1.1	-15.1	nt	3.8	-2.2
CN(C)S(=O)(=O)c1ccc(C(=O)Nc2cc3c(cc2C(=O)O)OCCCO3)cc1	-2.1	1.4	-18.2	24.6	2.0	-2.2	3.0	4.0	0.8	4.2
COc1cccc(CC2(CO)CCCN(Cc3ccc(-c4ccco4)cc3)C2)c1 (stereo not given)	0.0	12.9	-5.3	-6.8	1.4	-1.0	2.3	2.8	-0.2	1.2
CCOc1ccc(C(=O)C(CN2CCOCC2)c2ccccc2)cc1 (stereo not given)	-1.0	0.1	-1.9	-11.3	?	-2.4	5.0	-0.1	nt	13.5
O=C1/C(=C\c2ccc(Cl)c(Cl)c2)N2CCC1CC2	-5.8	31.5	31.6*	5.8	-1.2	i	-0.5	-1.0	0.2	-0.6
COc1ccc(CCN(C)C(=O)Cc2ccc(-c3ccccc3)cc2)cc1OC	-2.5	21.4	1.8	18.6	-0.4	-3.1	-7.0	-0.8	-0.1	41.6
COc1ccc2nc(/N=C\N(C)C)sc2c1	0.1	23.2	-8.0	-8.6	-0.8	i	nt	1.1	nt	5.4
CCN(CC)CCNC(=O)c1ccc(NC(=O)c2c(C)nn(-c3ccc(F)cc3)c2Cl)cc1	-0.3	5.1	-6.8	0.8	2.1	-3.8	0.4	-3.9	-0.3	-9.3
CCC(CO)Oc1cc(NC(=O)c2cccc(Cl)c2)c2ncn(C(C)C)c2c1 (stereo not given)	0.4	nt	-7.2	6.7	-0.7	-0.6	-8.6	nt	0.2	15.6
O=C(CSc1nncn1-c1cccnc1)Nc1cccc([N+](=O)[O-])c1	-3.7	25.9	9.0	-3.6	0.0	-0.5	5.9	0.4	0.2	2.0
COC(=O)c1c(-c2ccccc2)noc1-c1ccccc1	nt	nt	nt	-2.7	nt	-0.6	-46.6	nt	1.8	3.1
CC(C)CC(=O)N1CCN(Cc2ccccc2Cl)CC1	-2.5	13.9	1.6	-7.9	0.6	3.5	-11.5	2.4	0.5	4.1
CC1CC2C(C(O)CC3(C)C(O)CCC23)C2(C)CCC(=O)C=C12 (stereo not given)	-0.3	nt	-3.6	8.2	0.0	-0.8	-4.5	nt	-0.4	-3.7
CC(=O)N1CCCc2cc(S(=O)(=O)N(C)CCC#N)ccc21	-0.6	18.9	-1.5	4.4	20.7	-0.2	-14.8	-1.5	nt	6.2
CN(CC(=O)NNC(=O)Cc1ccccc1F)S(=O)(=O)c1ccc(Cl)cc1	0.2	nt	1.3	-7.0	-0.6	i	37.4	nt	1.1	3.4
COc1cc(OC)cc(C2=Cc3ccccc3C(CC(C)=O)N2c2ccc(C#CC3(O)CCCCC3)cc2)c1 (stereo not given)	2.1	nt	-4.8	8.9	nt	nt	nt	nt	-0.9	nt
CN(C)/C=C/C=C1C(=O)CCCC1=O	-0.9	8.7	2.3	1.0	-1.9	2.9	-17.0	-4.2	nt	3.2
CCOc1ccc(/C(O)=C2/C(=O)C(=O)N(Cc3cccnc3)C2c2ccc(N(C)C)cc2)c(C)c1 (stereo not given)	0.4	26.1	-0.6	-8.5	-1.0	-3.7	nt	5.3	-0.7	1.6
CCOc1ccc(/C=N/NC(=O)c2ccccc2O)cc1CN1CC2CC(C1)c1cccc(=O)n1C2 (stereo not given)	-0.8	nt	-11.3	3.6	-0.2	-0.3	nt	nt	-1.9	2.9
COC(=O)c1cccc(NC(=S)NCCC2=CCCCC2)c1	0.3	12.8	0.6	6.0	-0.5	nt	-8.1	-3.8	0.2	2.1
Cc1ccc2oc(=O)c3cnn(CC(=O)N4CCN(c5ccccn5)CC4)c3c2c1	0.2	29.2	4.1	12.9	-0.6	-0.2	-5.1	-0.8	0.3	9.5
COC(=O)[C@@H]1C[C@@]2(O)[C@H](O)[C@H](O)[C@H](O)C[C@H]2N1Cc1ccc(C(F)(F)F)cc1	-0.1	18.7	0.3	12.1	-0.8	i	-28.1	nt	-3.9	-0.6
CCOC(=O)c1sc(NC(=O)c2cc(-c3ccc(C)cc3)nc3ccccc23)c(C#N)c1C	-0.9	20.2	3.5	1.6	0.3	-0.2	-3.3	-5.0	nt	-0.4
CCCCCCc1cc2cc(C(=O)Nc3cccc(OC)c3)c(=O)oc2cc1O	0.2	1.9	1.7	-0.1	0.7	-0.3	-11.7	6.0	nt	2.7
C/C(=N\NC(=S)Nc1ccccc1C)C1Cc2ccccc2C(=O)O1 (stereo not given)	-45.4	-0.9	-38.9	-3.0	?	0.2	nt	9.0	1.7	9.7
Cn1cc(SCC(=O)Nc2nccs2)c2ccccc21	-0.2	27.8	-1.8	6.9	0.5	-0.3	11.7	0.4	4.2	3.1
CCn1c(SCC(=O)c2ccc(NS(=O)(=O)c3ccccc3)cc2)nnc1-c1cccs1	-4.3	6.4	1.8	7.2	1.4	nt	-7.6	2.3	nt	-13.5
Cc1ccnc(SCC(=O)c2ccc(Br)s2)n1	0.1	29.3	-0.9	-6.8	-0.6	-0.5	-18.8	3.3	1.1	-1.4
CC(C)n1nnc2c(=O)oc3ccccc3c21	0.1	-1.7	-0.8	-10.9	0.7	-0.1	-23.1	-0.1	nt	3.9
O=C(C1=C(O)C(=O)N(CCc2ccccc2)C1c1cccs1)c1ccco1 (stereo not given)	1.1	1.2	-1.6	-6.3	5.1	-0.4	-3.4	-0.9	-0.3	12.1
Cc1c(C)c(C)c(S(=O)(=O)N2CCC3(CC2)OCCO3)c(C)c1C	-0.3	25.7	0.4	8.1	0.3	i	-7.8	-0.3	0.8	10.5
Cn1c(=O)c2[nH]c(CSCc3ccccc3)nc2n(C)c1=O	0.4	nt	6.1	-7.4	6.3	i	-10.7	nt	0.3	-0.4
CCCn1cc(CN2CCC(n3nccc3NC(=O)c3ccc4c(c3)OCO4)CC2)c(C)n1	-3.1	1.6	-0.8	11.9	-0.1	-0.4	-0.1	4.2	1.4	-13.9
O=C(O)c1ccc(NC2OC[C@@H](O)[C@H](O)[C@H]2O)cc1 (stereo not given in full)	-0.2	nt	0.4	2.7	-0.9	i	-4.6	nt	-0.7	-0.4
CCOC(=O)c1ccc(NC(=S)NCc2ccc(S(N)(=O)=O)cc2)cc1	-3.1	-11.2	0.6	-5.5	0.2	i	-18.6	-3.7	3.1	4.0
Cc1ccc(C23CC4CC(CC(C(=O)OCC(=O)NC5CCS(=O)(=O)C5)(C4)C2)C3)cc1 (stereo not given)	-0.6	12.6	-2.0	5.7	-1.0	-0.2	7.3	0.9	nt	-5.4
Cc1ccc(S(=O)(=O)NCCc2ccncc2)cc1[N+](=O)[O-]	-2.2	20.1	-0.7	-7.5	1.0	i	-8.5	-0.1	0.3	3.0
COCCn1nnnc1C(c1cc(OC)ccc1OC)N1CCc2ccccc2C1 (stereo not given)	-0.4	8.2	0.8	5.8	0.8	-0.6	3.7	0.4	nt	13.0
C=C(C)C(=O)Nc1cccc(C2=NOC3(C2)C[C@@H](C(N)=O)N(C(=O)CC(c2ccccc2)c2ccccc2)C3)c1 (stereo not given in full)	0.1	22.5	-0.9	4.8	13.1	-3.7	5.6	nt	1.5	8.5
O=C(Nc1nnc(-c2ccccc2)o1)c1cc(-c2cccs2)nc2ccccc12	-0.7	11.4	0.6	6.0	-1.3	-0.3	-15.3	8.1	0.8	0.9
COc1ccc(/C=C2\SC(=S)N(CC(=O)OCC(=O)Nc3ccc(C)cc3Cl)C2=O)cc1	6.2	8.4	11.5	4.8	-0.7	-0.5	-6.8	3.5	-0.8	0.3
Cc1ccsc1/C=C(\C#N)C(=O)NCCCN1CCOCC1	0.1	14.5	2.9	2.2	-1.4	3.2	-6.7	-1.0	1.1	7.9
COCC(=O)N(C)C[C@@H]1Oc2cc(-c3ccc(F)cc3)ccc2S(=O)(=O)N([C@H](C)CO)C[C@H]1C	0.1	nt	4.7	-3.7	nt	i	nt	nt	0.8&1.1&0.5	0.6
O=C1[C@@H]2Cc3c([nH]c4ccccc34)CN2C(=O)CN1CCCO	-0.4	18.2	-7.2	-11.8	20.7	i	-0.6	-4.1	0.6	1.4
Cc1nn(-c2ccccc2)c(N2CCCC2)c1C=O	0.0	19.0	3.7	-8.8	0.4	-0.2	-4.3	-0.4	0.3	2.0
Cc1ccc(S(=O)(=O)Oc2ccc(/C=C(/NC(=O)c3ccccc3)C(=O)O)cc2)cc1	-0.8	1.4	1.9	9.3	1.1	-0.8	-18.6	5.2	-0.4	10.1
CCOC(=O)CNC(c1ccccc1)c1cc(Br)ccc1NC(=O)CCN1CCOCC1 (stereo not given)	-0.4	-4.7	1.9	-3.6	0.7	1.1	0.7	-3.9	1.0	8.1

Part of the list above, field by field:
COc1ccc2nc(/N=C\N(C)C)sc2c1
  BoNT-A LC inh2 = 0.1
  VHR inh abs = 23.2
  Anthrax LF inh2 = -8.0
  CCHF vOTU inh = -8.6
  PfHsp40 rescue = -0.8
  Vc quorum ag = i
  SSB-PriA inh = nt
  SARS 3CLpro inh = 1.1
  TcdB GH inh = nt
  Yp Topo-I inh = 5.4

CCN(CC)CCNC(=O)c1ccc(NC(=O)c2c(C)nn(-c3ccc(F)cc3)c2Cl)cc1
  BoNT-A LC inh2 = -0.3
  VHR inh abs = 5.1
  Anthrax LF inh2 = -6.8
  CCHF vOTU inh = 0.8
  PfHsp40 rescue = 2.1
  Vc quorum ag = -3.8
  SSB-PriA inh = 0.4
  SARS 3CLpro inh = -3.9
  TcdB GH inh = -0.3
  Yp Topo-I inh = -9.3

(list continues)
SMILES	BoNT-A LC inh2	VHR inh abs	Anthrax LF inh2	CCHF vOTU inh	PfHsp40 rescue	Vc quorum ag	SSB-PriA inh	SARS 3CLpro inh	TcdB GH inh	Yp Topo-I inh
O=C(c1cccc(S(=O)(=O)N2CCc3ccccc32)c1)N1CCCC(C(F)(F)F)C1 (stereo not given)	-3.8	nt	0.8	8.2	0.2	2.4	-2.3	nt	2.9	28.5
CSc1ncnc2c1ncn2CCCNCC(C)c1ccccc1 (stereo not given)	0.1	nt	-2.6	4.1	nt	-0.4	nt	nt	-1.8	-1.5
COc1ccc(C(=O)CNc2ccc(C)cc2C)cc1	-2.9	28.6	4.5	6.9	-0.4	-0.8	-0.6	2.5	3.3	18.3
COc1cccc(-c2cc(C(=O)Nc3cnn(Cc4ccc(F)cc4)c3)no2)c1	-0.9	-3.7	-3.3	-5.7	0.0	-0.4	-21.4	-1.1	nt	1.2
CCC1CCCCN1Cc1nc2c(c(=O)n(C)c(=O)n2C)n1Cc1ccccc1 (stereo not given)	-1.0	17.8	1.8	-1.6	-0.8	-0.1	-9.9	-0.4	0.6	0.5
CC(C)(CO)CNC1CCCN(C2Cc3ccccc3C2)C1 (stereo not given)	0.5	9.4	2.1	-2.0	-0.8	i	0.0	3.0	0.4	-11.7

The list is partial. The share of hits here may be higher or lower than overall.
